Mcl1 Bid PPI: Mcl-1/Bid interaction inhibition; 0.97% of 220,000 active; TR-FRET Mcl-1/Bid-Dy647 peptide binding, 1536-well; inhibition, % at 21.7 µM; AID 1021; Q07820;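 active = compounds that cut the binding signal by more than half at the single screening dose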;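 also: His-tagged Mcl-1 with europium anti-His antibody binding Bid BH3 peptide; 0% = Mcl-1 plus peptide wells and 100% = peptide-only wells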
Target sequence (Q07820 whole entry, looked up): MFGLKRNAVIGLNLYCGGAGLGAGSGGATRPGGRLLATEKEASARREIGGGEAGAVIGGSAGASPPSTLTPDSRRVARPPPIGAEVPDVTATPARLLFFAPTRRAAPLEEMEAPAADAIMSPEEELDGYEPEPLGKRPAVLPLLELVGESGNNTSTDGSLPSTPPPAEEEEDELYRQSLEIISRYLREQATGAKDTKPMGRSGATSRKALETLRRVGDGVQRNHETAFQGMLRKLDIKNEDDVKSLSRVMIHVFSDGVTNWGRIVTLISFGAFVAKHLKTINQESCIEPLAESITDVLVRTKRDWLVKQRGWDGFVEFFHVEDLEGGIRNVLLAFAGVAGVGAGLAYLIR
Rab7 wt modul: modulators of GTP binding to dog Rab7 wildtype GTPase. GST-Rab7 beads, fluorescent GTP binding, flow cytometry; actives lie on both sides; untreated = 100%, excess cold GTP = 0%. GTP binding activity (percent of control), % at 10 µM. 0.055% of 190,000 active;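 active = fluorescent GTP binding to Rab7 beads changed by at least 20 points from the 100% baseline, either direction, mostly lower; inconclusive = compound itself probably fluorescent, or too few beads counted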;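 also: median green fluorescence of bound Bodipy-FL-GTP per Rab7 bead population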
Bim-Mcl-1: disrupts Bim peptide binding to human Mcl-1; inhibition, % at 10 µM; Q07820; 0.1% of 190,000 active; Bead-based flow cytometry, Bim peptide-Mcl-1 binding; in the data active = inhibition above about 40%;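 also: 0% = no compound tracer wells and 100% = peptide blocker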
Rac1 mut GTP: alters GTP binding to activated mutant human Rac1; P63000; GST-Rac1 activated beads, fluorescent GTP binding, flow cytometry; actives lie on both sides; 100% means binding = to untreated wells; AID 764; 0.11% of 190,000 active; percent activity (GTP binding), % at 10 µM;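 active = GTP binding at least 20 percentage points away from the 100% baseline, in either direction, so actives lie on both sides; inconclusive = Compound likely fluorescent itself, or too few beads counted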
Avidin bead fluor: compound fluoresces at 488/530 nm on avidin beads. compound fluorescence 488/530 nm, flow cytometry; active compounds read high. fluorescence (KMESF) at 10 µM. 0.38% of 220,000 active; in the data active = fluorescence above about 47; also: inactives centre near 10
Mcl1-Noxa inh: Mcl-1/Noxa interaction inhibition. inhibition, % at 21.7 µM. 1.5% of 220,000 active. TR-FRET Mcl-1/Noxa peptide binding, 2 h. AID 1022;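 active = compounds that cut the protein-peptide binding signal by more than 50% relative to plate controls in a single-dose test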;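 also: His-tagged Mcl-1 with rhodamine Noxa BH3 peptide and terbium anti-His antibody; 0% = Mcl-1 plus Noxa peptide wells and 100% = peptide-only wells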
Pf gametocyte: inhibitors of late stage P. falciparum gametocyte viability. P. falciparum stage V gametocytes, ATP luminescence, 24 h. inhibition, % at 10.9 µM. 0.065% of 150,000 active. AID 743093;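 active = inhibition above the mean plus 3 SD of compounds within the control limits, set per campaign, cut at about 38% in these data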;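 also: 0% = DMSO wells and 100% = medium only without gametocytes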
Cdc42 wt GTP: human Cdc42 wildtype GTP binding change, either direction. P60953. GST-Cdc42 beads, Bodipy-GTP binding, flow cytometry; actives lie on both sides. percent activity (GTP binding), % at 10 µM. 0.2% of 190,000 active. AID 761;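 active = percent activity GTP binding at least 20 points away from the 100% baseline, either down as inhibitor or up as activator; inconclusive = compound flagged as likely green fluorescent from well-wide comparison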;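 also: median bead fluorescence of bound Bodipy-FL-GTP at 100 nM; 0% = excess unlabeled GTP control and 100% = no compound control; below 100% means less GTP binding so inhibitor and above means activator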
Target sequence (P60953 whole entry, looked up): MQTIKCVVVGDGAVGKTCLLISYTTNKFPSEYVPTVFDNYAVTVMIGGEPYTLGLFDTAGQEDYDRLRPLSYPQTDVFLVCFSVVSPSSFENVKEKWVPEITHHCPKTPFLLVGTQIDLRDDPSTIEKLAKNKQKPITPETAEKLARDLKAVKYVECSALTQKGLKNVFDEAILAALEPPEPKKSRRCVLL
Rab2 wt GTP: changes GTP binding to wildtype dog Rab2A, up or down; P61105; GST-Rab2 wt beads, Bodipy-GTP binding, flow cytometry; GTP binding activity, % at 10 µM; 0.19% of 190,000 active; AID 760;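 active = GTP binding activity at least 20 points away from 100%, either lowered or raised; inconclusive = signal likely due to the compound's own green fluorescence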;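 also: 0% = beads with excess unlabeled GTP and 100% = no-compound control corrected for plate trend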
Rac1 wt GTP bind: alters GTP binding to wildtype human Rac1; P63000; GST-Rac1 beads, fluorescent GTP binding, flow cytometry; actives lie on both sides; 0 = cold GTP competed, 100 = untreated; GTP binding activity (% of control), % at 10 µM; 0.27% of 190,000 active;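 active = GTP binding activity at least 20 points away from the 100% control level, either lower or higher; inconclusive = compound flagged as likely green fluorescent, judged across all proteins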
HRas wt GTP bind: changes GTP binding to wildtype human HRas; 0.14% of 190,000 active; GST-Ras wt beads, Bodipy-FL-GTP binding, flow cytometry; actives lie on both sides; GTP binding activity, % at 10 µM;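 active = GTP binding activity at least 20% away from the 100% baseline, either lowered as inhibitor or raised as activator; inconclusive = flagged as likely green fluorescent, judged across all proteins in the well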;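 also: 0% = unlabeled GTP competition control and 100% = no-compound control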
Target sequence (P01112 whole entry, looked up): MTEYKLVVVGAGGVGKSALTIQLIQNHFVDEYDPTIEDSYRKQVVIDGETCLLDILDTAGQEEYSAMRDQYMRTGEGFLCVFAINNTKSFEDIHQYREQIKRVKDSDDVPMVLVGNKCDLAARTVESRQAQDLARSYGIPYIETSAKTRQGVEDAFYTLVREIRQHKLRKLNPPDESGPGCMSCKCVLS
The depositor's hits bear a star; ? = inconclusive; · = not tested or not shown; & = joins results of further samples.

Below each SMILES – Mcl1 Bid PPI	Rab7 wt modul	Bim-Mcl-1	Rac1 mut GTP	Avidin bead fluor	Mcl1-Noxa inh	Pf gametocyte	Cdc42 wt GTP	Rab2 wt GTP	Rac1 wt GTP bind	HRas wt GTP bind
- COc1ccccc1NC(=O)c1ccc(NC(=O)CN2CCCC2)cc1
  -3	107	-3	99	21	10	10	97	101	96	101
- COc1ccc(N2C(=O)CSC2c2ccc3c(c2)OCO3)cc1 (centres undefined)
  -4	96	-2	99	8	2	7	105	102	105	103
- O=C(CCNS(=O)(=O)c1cccc2nsnc12)NC1CCCc2ccccc21 (centres undefined)
  0	99	-4	100	8	5	·	100	99	100	99
- O=C(Nc1cccc(NC(=O)c2sc3ccccc3c2Cl)c1)c1ccco1
  19	96	-4	97	13	23	4	97	94	98	95
- CCOC(=O)C1CCN(Cc2nnnn2CCc2ccccc2)CC1
  -15	105	-1	96	10	-3	·	94	97	98	99
- CCOc1ccccc1NC(=S)N1CCN(c2nc(-c3cccc(OC)c3)cs2)CC1
  -83	100	0	95	12	-11	5	89	93	97	95
- Cc1nn(CCC(N)=O)c2nc(-c3cccs3)cc(C(F)(F)F)c12
  -15	102	-5	102	14	-16	3	106	97	107	101
- CC(C)(C)c1cc(C(=O)N2CCN(c3ncccn3)CC2)ccn1
  -18	92	-2	95	17	-12	-15	95	93	92	95
- CC(C)(C)n1nnnc1C(c1ccc(F)cc1)N1CCC(C(N)=O)CC1 (centres undefined)
  -28	103	0	95	8	6	21	98	97	96	98
- Cc1cc(CNC(=O)COc2ccc(F)cc2)c2ccccc2n1
  -35	104	-1	97	9	18	-12	96	100	97	98
- Cc1cccc(NC(=S)NC(=O)/C=C/c2ccccc2)n1
  -26	102	2	96	10	11	25	100	99	100	100
- Cc1cccc(C)c1NC(=O)CN1C(=O)N(C)Cc2ccccc21
  -46	105	-1	95	7	2	14	95	97	95	97
- CCOC(=O)C1=NNC(C(=O)c2ccc(C)cc2)C1c1ccc(C)cc1 (centres undefined)
  -9	102	0	101	2	6	·	103	99	103	100
- Cc1ccc(NC(=O)Cn2nc(C)cc2C)cc1
  -11	?	-1	?	38	14	·	?	?	?	?
- Cn1c(-c2ccco2)nc2cc3ccccc3cc21
  16	102	1	100	8	38	21	102	102	106	103
- CC1Cc2ccccc2N1C(=O)CNc1cccc(S(=O)(=O)N2CCCC2)c1 (centres undefined)
  -11	93	1	96	11	12	-43	96	99	100	98
- COC(=O)C(CCSC)NC(=O)CNS(=O)(=O)c1ccc(F)cc1 (centres undefined)
  -34	98	-3	102	20	-12	19	104	100	101	101
- O=C(Cc1ccccc1)Nc1ccc2c(c1)CCC2
  -26	95	0	97	5	-1	-12	95	98	96	97
- COC(=O)C(=C/C=C/c1cccnc1)C(=O)OC
  -25	93	3	98	9	4	-4	96	96	100	96
- NC(=O)C1CCN(C(=O)CNC(=O)c2ccccc2)CC1
  -23	98	-3	97	11	-11	4	95	98	100	97
- Cc1ccc2c(c1)C(O)(CC(=O)c1ccc3c(c1)OCO3)C(=O)N2 (centres undefined)
  -13	102	0	102	10	10	9	106	106	105	106
- Cc1ccc(C(=O)NC(=S)NNS(=O)(=O)c2ccc(C)cc2)cc1
  -65	87	-3	89	1	2	·	97	94	93	93
- COC(=O)c1cc(-c2ccc(Br)cc2)n[nH]1
  -36	98	-3	100	5	35	·	95	97	100	95
- Cc1ccc(NC(=O)Nc2nnc(Cc3ccc([N+](=O)[O-])cc3)s2)cc1
  51*	92	-5	99	15	-8	-5	105	97	103	94
- CNC(=O)/C(C#N)=C/c1ccc(-c2ccccc2[N+](=O)[O-])o1
  -56	102	4	95	10	13	1	92	95	91	98
- CC(=O)NS(=O)(=O)c1ccc(NC(=S)NC(=O)Cc2ccccc2)cc1
  -16	99	-6	92	1	-6	-14	99	96	98	97
- O=C(c1ccc(CS(=O)(=O)c2ccc(Br)cc2)o1)N1CCCC1
  -11	102	1	97	8	12	·	99	100	101	101
- O=C(O)c1cccc(NC(=S)NCc2ccccc2)c1
  -42	103	-1	94	6	4	-26	95	96	93	98
- CCCNC(=O)CN(c1cccc(F)c1)S(C)(=O)=O
  11	104	-1	100	7	21	·	100	102	106	102
- CC1(C)CC(=O)C2=C(C1)Nc1ccccc1N1C(=O)c3ccccc3C21 (centres undefined)
  -27	97	-1	99	7	-5	-7	98	97	99	98
- Oc1ccc(/C=N/Nc2nc(-c3ccc(Cl)cc3)cc(C(F)(F)F)n2)cc1
  10	100	-3	98	15	10	·	100	98	102	99
- CC(=O)n1cc([C@@H]2C=C(C(=O)NCc3ccccc3)O[C@H](OCCCCO)C2)c2ccccc21
  -7	97	-2	95	6	-1	·	93	96	97	96
- CCC(C)Sc1nc(O)c(Cc2ccccc2)c(=O)[nH]1 (centres undefined)
  -78	101	0	100	16	-4	·	103	97	106	99
- O=C(CC(c1ccccc1)c1cc(Br)ccc1O)NCCN1CCOCC1 (centres undefined)
  -36	94	-3	97	26	7	-4	98	100	99	98
- CCN(CC)c1ccc(C2C3CCCCC3(O)CCN2CC(=O)Nc2ccccc2)cc1 (centres undefined)
  -77	100	0	96	18	17	·	98	100	97	100
- CCOC(=O)C1(Cc2cccc(OC)c2)CCN(Cc2ccccc2)CC1
  -16	106	-7	95	3	11	17	94	100	96	96
- N#Cc1cc2c(nc1SCC(=O)N1CCCCC1)CCCC2
  -6	97	-6	97	2	6	·	99	99	100	97
- Cc1ccc(N(Cc2cc3cc(C)ccc3[nH]c2=O)C(=O)c2cccs2)cc1
  61*	97	-4	100	15	-8	5	99	98	99	99
- CCOC(=O)C1=C(C)Nc2nc(SC)nn2C1c1ccc(C(=O)OC)cc1 (centres undefined)
  -22	92	-1	102	19	2	·	104	97	102	100
- CC(=O)c1ccc(NC(=O)C(C)N(C)CC(=O)Nc2cccc(F)c2)cc1 (centres undefined)
  -31	101	-1	95	8	2	11	96	97	96	98
- CCCOC(=O)c1ccc(NC(=O)C2C3C=CC(O3)C2C(=O)O)cc1 (centres undefined)
  -40	106	21	99	4	17	·	104	102	115	105
- Cc1cc(NC(=O)c2c(Cl)cnn2C)no1
  -3	96	0	92	1	0	11	95	91	89	93
- O=C(O)c1ccc(N/N=C/c2ccc(C(F)(F)F)cc2)cc1
  -29	97	-1	95	8	25	22	97	98	98	95
- CC1CN(c2cc(=O)n(Cc3ccc(F)cc3)c(=O)[nH]2)CC(C)O1 (centres undefined)
  -42	97	0	97	5	-9	·	104	99	102	100
- CCC(=O)NC(=S)Nc1ccc(OC)cc1OC
  -60	97	-4	99	11	3	-2	101	98	101	99
- S=C(NCC1CCCO1)N1CCN(c2nc(-c3ccccc3)cs2)CC1 (centres undefined)
  -60	100	11	93	10	6	-6	98	96	95	95
- Cc1ccc(Oc2cc(NC(=O)CCCn3nc(C)c([N+](=O)[O-])c3C)cc([N+](=O)[O-])c2)cc1
  -11	100	-3	101	13	16	17	101	97	107	100
- CCn1cc(C(=O)NC2CCCCC2)c(=O)c2ccc(C)nc21
  31	97	-4	97	10	12	·	97	96	98	98
- O=[N+]([O-])c1ccc(Cl)cc1Sc1cccc2cccnc12
  1	96	1	97	6	21	·	102	99	106	101
- Cc1nc(CN2CCN(C(=O)c3ccc(C(C)(C)C)cc3)CC2)cs1
  10	100	1	100	9	22	·	101	101	107	101

Next entries follow:
Below each SMILES – Mcl1 Bid PPI	Rab7 wt modul	Bim-Mcl-1	Rac1 mut GTP	Avidin bead fluor	Mcl1-Noxa inh	Pf gametocyte	Cdc42 wt GTP	Rab2 wt GTP	Rac1 wt GTP bind	HRas wt GTP bind
- Cc1nc2nc[nH]n2c(=O)c1NC(=O)CC12CC3CC(CC(C3)C1)C2
  -1&-11	100&95	0&2	96	12&10	7&9	13&21	101&94	99&94	99	98&96
- CC1CN(c2cc(=O)n(-c3ccccc3)c(=O)[nH]2)CC(C)O1 (centres undefined)
  -34	105	0	100	7	2	·	102	102	108	103
- CN(C)c1cc[n+](Cc2ccccc2)cc1
  -4	96	-3	97	38	1	7	97	97	101	97
- Cc1nc2nc3c(c(=O)n2[nH]1)CCC3
  7	106	-4	100	6	22	-5	106	108	108	107
- CC(C)/C=C1\CCc2c([nH]c3ccccc23)C1=O
  -27	99	-1	96	6	22	·	99	95	99	95
- COc1ccc(C2C(C(=O)Nc3ccccc3)=C(C)N=C3SCC(=O)N32)cc1 (centres undefined)
  -3	95	-5	100	7	-5	·	98	102	103	101
- COc1ccccc1NC(=S)NC(=O)/C=C/c1ccco1
  -86	99	4	98	4	26	-13	97	95	100	101
- COc1ccccc1N1CCN(C(=O)CCC(=O)O)CC1
  -8	99	-2	96	20	9	4	98	97	97	99
- COC(=O)CSc1nnc(-c2ccc(OC)cc2OC)o1
  3	97	-10	98	5	-12	·	102	101	104	98
- CC1C/C(=N/O)C(C)CN1 (centres undefined)
  -3	99	0	100	8	18	-4	103	101	106	102
- CC1Cc2nc(SCC(=O)Nc3ccc4c(c3)OCCO4)n(C)c(=O)c2S1 (centres undefined)
  -23	100	0	98	12	9	·	101	99	99	100
- CCOC(=O)c1c(C)c(C)n(Cc2ccc(OC)c(OC)c2)c1C
  -9	100	0	95	5	19	8	97	97	102	98
- COc1ccc(-c2[nH]c(-c3ccc4c(c3)OCO4)nc2-c2ccccc2)cc1
  -108	98	-1	100	23	21	·	100	98	105	100
- COCC(=O)N1CCN(c2cccc(Cl)c2)CC1
  -25	101	-7	94	9	12	1	94	96	93	96
- O=C(NNc1ccccc1Br)C(=O)n1ccc2ccccc21
  -27	102	23	98	3	33	-37	99	97	98	97
- Cc1ccn2c(-c3csc(NCc4ccccc4)n3)c(C)nc2c1
  -15	102	-8	97	26	24	·	98	100	102	98
- CCOC(=O)c1cn(CC#N)c2cc(F)c(F)cc2c1=O
  -16	103	0	93	8	10	·	94	100	96	96
- O=C(NC(c1ccccc1)c1ccccc1)C1CCCN(S(=O)(=O)c2cnc[nH]2)C1 (centres undefined)
  -7	95	-2	93	5	20	·	94	95	93	97
- O=C(NC1CCCCC1)C1CC(O)CN1C(=O)OCc1ccccc1 (centres undefined)
  -16	99	0	103	16	-4	15	103	102	107	103
- Cc1ccccc1C1NC(=O)Cc2ccccc21 (centres undefined)
  20	104	0	102	7	-15	·	104	103	107	104
- CCOc1ncccc1C(=O)N1CCN(c2ccc(C(F)(F)F)cn2)CC1
  12	94	0	94	9	7	-23	91	92	99	96
- Cc1cccc(OC(C)C(=O)N(Cc2cccs2)C2CCS(=O)(=O)C2)c1C (centres undefined)
  5	95	-2	95	9	-2	1	97	94	100	95
